Bioassay records: PubChem BioAssay, National Center for Advancing Translational Sciences (NCATS)
S-ASM inh = Inhibitors of Secretory Acid Sphingomyelinase (S-ASM): qHTS; Sphingomyelin phosphodiesterase (Homo sapiens), P17405; placental ASM, HMU-PC fluorogenic substrate, 60 min; Potency, µM (titrated, usually from 57.5 µM), for the others: at the top dose activity change, negative = inhibition, actives largely listed as inhibitors; 340,000 tested, 0.006% active; AID 504937, 2011; further: potency means the concentration at half of the fitted maximal effect
Target sequence (P17405 47-631 limits assumed): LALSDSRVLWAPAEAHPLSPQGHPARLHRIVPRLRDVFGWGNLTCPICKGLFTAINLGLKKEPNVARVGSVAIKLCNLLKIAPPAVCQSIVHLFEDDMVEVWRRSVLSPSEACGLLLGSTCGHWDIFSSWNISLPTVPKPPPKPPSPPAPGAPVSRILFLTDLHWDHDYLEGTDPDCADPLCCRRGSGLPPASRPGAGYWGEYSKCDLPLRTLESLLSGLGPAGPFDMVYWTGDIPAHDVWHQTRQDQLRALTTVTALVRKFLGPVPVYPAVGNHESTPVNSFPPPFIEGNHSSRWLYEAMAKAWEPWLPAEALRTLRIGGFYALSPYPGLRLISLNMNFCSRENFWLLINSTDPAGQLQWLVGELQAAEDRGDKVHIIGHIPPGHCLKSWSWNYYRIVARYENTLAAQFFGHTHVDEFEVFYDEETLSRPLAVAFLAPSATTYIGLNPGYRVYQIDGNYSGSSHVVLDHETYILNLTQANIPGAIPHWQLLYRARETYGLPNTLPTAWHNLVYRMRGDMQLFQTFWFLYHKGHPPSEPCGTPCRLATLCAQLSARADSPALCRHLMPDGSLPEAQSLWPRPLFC
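Fluorescence read-out (Ex 386 nm, Em 447 nm) after stopping the reaction at pH 10. Enzyme: ASM from human placenta; substrate HMU-PC0, 9 uM final; 60 min, 37 °C. Compound preincubation 10 min, ambient temperature.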
MBNL1-CUG inh = qHTS Assay for Inhibitors of MBNL1-poly(CUG) RNA binding. TR-FRET MBNL1-His/biotin-(CUG)12 binding, 665/545 ratio. Potency, µM (highest dose often 57.5 µM), without a hit: at the highest dose activity change, negative = inhibition, usual class: inhibitors. 280,000 tested, 0.036% active. Muscleblind-like protein 1 (Homo sapiens), Q9NR56; active means well fitted inhibition curve with a large enough effect in the signal ratio, with a control signal flat, not every such curve was filed as active; inconclusive means small, poorly fitted or top-dose-only effect, or effect the other way, or a change in a side signal; inactive means no such curve, though single readings can be large or run the other way; the % refers to the signal ratio; further: potency means the concentration at half of the fitted maximal effect; on the % scale 0 is the no-effect control and ±100 the full control effect
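Ratiometric TR-FRET (665 over 545 nm, excitation 340 nm) tracks disruption of MBNL1-His/biotin-(CUG)12 complex after 60 min at room temperature, with compounds at 92 nM to 58 uM final.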
FBPA coupling cs = qHTS Assay for Inhibitors of Fructose-1,6-bisphosphate Aldolase from Giardia Lamblia: Coupling assay counterscreen | 290,000 tested, 0.67% active | coupling enzyme system counterscreen, AmpLite Red fluorescence | activity change, negative = inhibition, % at 58.2 µM, hits read low; in the data active means activity change below about -30%; further: on the % scale 0 is the no-effect control and ±100 the full control effect
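Counterscreen lacking aldolase: glyceraldehyde-3-phosphate coupling-enzyme reagent preincubated 10 min at RT with compound (at 57.5 uM final), then substrate/coupling system with AmpLite Red added; fluorescence read at 525/598 nm after 20 min RT.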
a7 integrin act = qHTS for Activators of Integrin-Mediated Alleviation for Muscular Dystrophy | alpha7betagal myoblasts, beta-gal FDG fluorescence, 48 h | Potency, µM (titrated, usually from 38.3 µM), without a hit: at the top dose activation, actives largely listed as activators | 350,000 tested, 0.064% active;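 further: potency means the concentration at half of the fitted maximal effect; 100% = response of the positive control SU9516; nearly all actives have a fitted effect of over 60% in size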
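Alpha7betagal+/- myoblasts (passage 13) were plated 16-24 hr, then exposed to compounds (1:260 dilution of DMSO stock) for 48 hours at 37C. After MPER lysis, β-galactosidase reporter activity was read as FDG fluorescence (ex 480/em 540) after 30 minutes.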
KCNH2 WT inh = qHTS for Inhibitors of KCHN2 3.1: Wildtype qHTS; activity change, % at 1.84 µM; U2OS, BacMam KCNH2, thallium flux FluxOr; hits give low values; Voltage-gated inwardly rectifying potassium channel KCNH2 (Homo sapiens), Q12809; AID 720551, 2013; 340,000 tested, 0.37% active;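 active means maximum activity change below -70%; inconclusive means maximum activity change between -70% and -50%; inactive means maximum activity change above -50%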; further: on the % scale 0 is the no-effect control and ±100 the full control effect
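U2OS cells were transduced with wild-type KCNH2 virus (2.03 x 10^8 / mL) for 4 h at room temperature, then cultured overnight at 37 C. Thallium flux was read with FluxOr dye. Rate constants were normalized to DMSO controls.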
TRPV1 ag = HTS Assay for Compounds that Act as Agonists of the Vanilloid Receptor 1; AID 540275, 2011; activation, % at 8.33 µM; Transient receptor potential cation channel subfamily V member 1 (Homo sapiens), Q8NER1; 320,000 tested, 0.19% active; TRPV1-expressing cells, Fluo-8 calcium influx, agonist mode; in the data active means activation above about 80%; inconclusive means between about 30% and that limit; further: 0% is about no effect
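Cells expressing TRPV1 were dye-loaded with Fluo-8 and read kinetically: 10 s baseline, 3 min after compound (agonist portion), then 2 min after EC20 capsaicin (allosteric enhancer portion). Calcium-bound dye fluorescence at 480/520 nm.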
KCNH2 3.1 inh = qHTS for Inhibitors of KCHN2 3.1: Mutant qHTS | activity change, % (tested at about 1.8 µM) | U2OS KCNH2 3.1, thallium flux FluxOr; hits give low values | 340,000 tested, 0.95% active;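 active means maximum activity change below -70%; inconclusive means maximum activity change from -70% to -50%; inactive means maximum activity change above -50%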;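 further: thallium influx rate constant from kinetic fluorescence after stimulation buffer; on the % scale 0 is the no-effect control and ±100 the full control effect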
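Thallium flux via FluxOr fluorescence (Red40 quencher, 45 min loading) in U2OS cells virally expressing the KCNH2 3.1 isoform (1.77 x 10^8 /mL virus, overnight at 37 C). Rate constants from 2-min kinetic reads post-stimulation, normalised to positive and negative controls.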
GALK inh = qHTS Assay for Inhibitors of Human Galactokinase (GALK). P51570. Potency, µM (series often up to 57.5 µM), inactives show top-dose activity change, negative = inhibition, actives largely listed as inhibitors. 270,000 tested, 0.007% active. AID 1868, 2009. Purified GALK, Kinase-Glo residual ATP luminescence; further: potency means the concentration at half of the fitted maximal effect; on the % scale 0 is the no-effect control and ±100 the full control effect
Target sequence (P51570 whole entry, looked up): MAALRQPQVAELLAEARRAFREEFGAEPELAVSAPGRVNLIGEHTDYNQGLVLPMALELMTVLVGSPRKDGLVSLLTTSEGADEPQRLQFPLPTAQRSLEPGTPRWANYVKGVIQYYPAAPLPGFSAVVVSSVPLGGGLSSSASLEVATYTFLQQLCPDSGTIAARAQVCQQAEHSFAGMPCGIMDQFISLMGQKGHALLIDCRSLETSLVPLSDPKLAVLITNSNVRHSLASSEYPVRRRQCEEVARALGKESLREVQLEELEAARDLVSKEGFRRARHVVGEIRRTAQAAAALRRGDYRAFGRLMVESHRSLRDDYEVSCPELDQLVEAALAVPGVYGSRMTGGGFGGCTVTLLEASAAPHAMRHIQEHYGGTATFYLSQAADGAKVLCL
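Quantitative HTS: GALK 5 nM, ATP 35 uM, galactose 100 uM, 1 h room temperature, then luciferase-based ATP detection.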
A-T KAP1 phos = qHTS Assay for Identifying a Potential Treatment of Ataxia-Telangiectasia | […] A-T fibroblasts, KAP-1 phosphorylation AlphaLISA; neocarzinostatin DNA damage 30 min before lysis | Potency, µM (titrated, usually from 57.5 µM), for the others: top-dose activation, actives largely listed as activators | 320,000 tested, 0.19% active; further: potency means the concentration at half of the fitted maximal effect; % of control where 0% means no effect; nearly all actives have a fitted effect of over 45% in size
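hTERT-immortalized A-T patient fibroblasts ([…]), 500 cells/well in OPTI-MEM, 1% FBS, got compounds for 60 min, then NCS for 30 min at 37C. Lysates were then assayed for phospho-KAP-1 by AlphaLISA (anti-pKAP1 donor, anti-KAP1 acceptor beads), 6 hr at 25C.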
MLL CXXC-DNA inh = qHTS Fluorescence Polarization Assay for Inhibitors of MLL CXXC domain - DNA interaction; Histone-lysine N-methyltransferase 2A (Homo sapiens), Q03164; MLL-CXXC / FITC-HOXA9 DNA fluorescence polarization; Potency, µM (series often up to 115 µM), without a hit: at the top dose activity change, negative = inhibition, hits mostly inhibitors; 290,000 tested, 0.037% active; AID 2662, 2010; active means well fitted inhibition curve with a large enough effect in the polarisation, with a control signal flat, not every such curve was filed as active; inconclusive means small, poorly fitted or top-dose-only effect, or effect the other way, or a change in a side signal; inactive means no such curve, though single readings can be large or run the other way; the % refers to the polarisation; further: potency means the concentration at half of the fitted maximal effect
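Steps: dispense CXXC domain solution (7 uM) → pin compounds or unlabeled HOX-A9 DNA control → 5 min ambient → add FLSN-HOX-A9 solution (50 nM) → spin → 30 min ambient → fluorescence polarization. Tris pH 7.5/NaCl/DTT/BSA buffer.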
The depositor's hits bear a star; u = inconclusive; x = no result given; [ ] = another dose, or the depositor's remark. Unless noted, the call rests on the fitted dose curve; in most records, active means well fitted curve in the direction sought with a large enough effect; inconclusive means small, poorly fitted or top-dose-only effect, or another doubt; inactive means no such curve, though single readings can be large; an effect the other way counts as inactive or inconclusive. Rows are unselected, and some 2% of all compounds hit somewhere here.

smiles	a7 integrin act	KCNH2 3.1 inh	GALK inh	MBNL1-CUG inh	KCNH2 WT inh	MLL CXXC-DNA inh	FBPA coupling cs	TRPV1 ag	A-T KAP1 phos	S-ASM inh
COc1ccc(CN(Cc2cccn2C)C(=O)c2cc3cc(OC)ccc3[nH]2)cc1	4%	3	x	140%[activator]	3	14%	3	13	-11%	-6%
COCCCn1c(SCc2ccccc2)nc2cc(OC)c(OC)cc2c1=N	-26%	1	-2%	-1%	9	-5%	-1	x	-4%	-24%
Fc1ccc(-c2csc3ncnc(N4CCN(Cc5ccccc5)CC4)c23)cc1	-3%	-30	-4%	7%	29	-1%	x	-1	5%	4%
CCN(CC)C(=O)c1nn(-c2ccccc2)c2c1C1CCC2(C)C1(C)C (stereo not given)	-33%	7	-1%	2%	-1	-9%	11	u	-3%	-1%
O=C(CCN1CCc2ccccc2C1)Nc1ccccc1	-14%	-36	1%	-5%	4	-5%	-1	27	5%	0%
CCOc1ccccc1NC(=O)CSc1nc(=O)n(Cc2ccccn2)c2c1CCC2	-23%	-7	x	x	-6	x	x	-2	31%	1%
COc1ccc(CC(=O)NCC2COc3ccccc3O2)cc1 (stereo not given)	15%	10	-2%	-2%	6	-5%	3	27	-7%	-6%
COC(=O)c1ccc(C(=O)OC)c(NC(=S)N2CCCC(C)C2)c1 (stereo not given)	u	-2	x	12%	0	0%	0	u	24%	80%[activator]
CCc1cc2ccc(C)cc2nc1SCC(=O)Nc1cc(OC)c(OC)cc1C(=O)O	-35%	-6	x	-4%	-3	12%	9	2	-2%	36%[activator]
O=C(O)c1cccc(NC(=O)C2C3C=CC(C3)C2C(=O)O)c1 (stereo not given)	-10%	-1	-1%	-7%	0	2%	-2	1	-4%	0%
Cc1cccc(N2CCN(C(=O)c3ccc(NC(=O)C4CCCO4)cc3)CC2C)c1 (stereo not given)	2%	-9	1%	0%	2	5%	1	0	4%	3%
CCOc1cc(C(=O)Nc2cc(=O)n(C)c(=O)n2C)cc(OCC)c1OCC	17%	-1	-2%	0%	1	0%	1	2	5%	6%
COC(=O)CCC(=O)Nc1sc(Cc2ccccc2)c(C)c1C(N)=O	-23%	x	8%	-11%	3	10%	1	1	-13%	0%
COc1ccccc1NC(=O)c1sc2nc3n(c(=O)c2c1C)CCC3	u	9	-1%	7%	6	-3%	1	1	3%	-1%
Cc1cc(C)cc(N2C(=O)CC(N(C(=O)c3ccco3)c3cc(C)cc(C)c3)C2=O)c1 (stereo not given)	17%	18	0%	-3%	9	-8%	0	5	3%	-2%

Remaining list, next part.
smiles	a7 integrin act	KCNH2 3.1 inh	GALK inh	MBNL1-CUG inh	KCNH2 WT inh	MLL CXXC-DNA inh	FBPA coupling cs	TRPV1 ag	A-T KAP1 phos	S-ASM inh
C=C(C)COc1ccc(C2NC(=O)c3ccccc3O2)cc1OCC (stereo not given)	2%	3	-1%	-1%	1	-12%	-3	6	2%	0%
Cc1onc(-c2c(F)cccc2Cl)c1C(=O)Nc1cccc(S(=O)(=O)NC2=NCCC2)c1	3%	1	x	x	-2	x	x	5	-3%	2%
CCOC(=O)c1c(C)nn(Cc2ccccc2)c1N	-10%	10	0%	-4%	0	4%	5	5	-3%	-3%
Nc1oc2ccc(F)cc2c(=O)c1C=O	u	2	2%	-10%	-2	-12%	4	-2	x	16%
COc1ccccc1CNC(=O)Cn1nc(C)c([N+](=O)[O-])c1C	-10%	21	x	x	6	x	x	x	x	-2%
Cc1ccc(C)c(NC(=S)NNC(=O)c2ccco2)c1	-7%[7.66 µM]	-5	-1%	3%	-7	-10%	-1	2	3%	5%
CCn1c(SCC(=O)c2cc(OC)ccc2OC)nnc1C1CC1	6%	9	7%	11%	0	0%	-1	1	-4%	-1%
COc1ccc(-c2cc(C(F)(F)F)n3nc(C(=O)NCc4ccco4)cc3n2)cc1OC	-26%	6	0%	u	-11	2%	0	1	x	178%[activator]
C/C(=N/NC(=O)CSc1nc2ccccc2n1C)c1ccc(O)cc1	12%	6	3%	7%	19	-5%	5	4	2%	-3%
Cc1ccc(O)c(NC(=O)c2cc(-c3ccc(F)cc3)on2)c1	29%	-4	-3%	-3%	2	8%	-1	4	0%	2%
O=C1C=C(N2CCCCC2)c2ccccc2C1=O	-43%[inhibitor]	35	x	x	1	x	x	x	x	-2%
O=C(NNC(=O)c1cccs1)c1ccc(S(=O)(=O)N2CCCCC2)cc1	12%	6	x	-7%	-8	1%	0	11	-9%	-2%
N/C(=N\OC(=O)c1cccc(Cn2cc(C(F)(F)F)ccc2=O)c1)c1ccccc1	17%	-10	-3%	x	27	1%	0	3	11%	-2%
CCCCCCCCn1cc(C(C)=O)c(=O)[nH]c1=O	-11%	6	x	-1%	-4	-8%	7	-2	-10%	-14%
S=C(NCc1cccs1)Nc1cc(Cl)cc(Cl)c1	-37%	0	-6%	2%	-1	17%	1	u	7%	-5%

The list goes on, starting with the last 2 of the part before.
smiles	a7 integrin act	KCNH2 3.1 inh	GALK inh	MBNL1-CUG inh	KCNH2 WT inh	MLL CXXC-DNA inh	FBPA coupling cs	TRPV1 ag	A-T KAP1 phos	S-ASM inh
CCCCCCCCn1cc(C(C)=O)c(=O)[nH]c1=O	-11%	6	x	-1%	-4	-8%	7	-2	-10%	-14%
S=C(NCc1cccs1)Nc1cc(Cl)cc(Cl)c1	-37%	0	-6%	2%	-1	17%	1	u	7%	-5%
O=C(O)c1cc(N/N=C/c2cccnc2)ccc1Cl	-16%	-7	-1%	u	-6	-6%	-5	1	7%	-3%
O=C(CCCOc1ccccc1)Nc1ccc(S(=O)(=O)N2CCOCC2)cc1	6%	0	6%	0%	-2	6%	1	15	-1%	-2%
COc1ccc(N2CCN(CC(O)COc3ccc(C)c(C)c3)CC2)cc1 (stereo not given)	u	u	0%	6%	23	0%	0	0	-27%	4%
COc1ccc(CNC(=O)COC(=O)CC2CC3CCC2C3)cc1OC (stereo not given)	27%	8	1%	x	1	4%	-3	u	x	5%
Cc1ccc(C)n1-c1cccc(NC(=O)c2ccccc2)c1	-21%	16	5%	-13%	-4	10%	2	2	-7%	1%
COc1cc(NC2c3ccccc3C(=O)N2Cc2ccccc2)cc(OC)c1OC (stereo not given)	8%	9	1%	-6%	-5	-4%	3	4	6%	0%
COc1ccc(CN2CCNC(=O)C2CC(=O)N(C)Cc2nccs2)cc1OC (stereo not given)	8%	-4	5%	11%	-18	u	-4	-3	-4%	2%
CCc1c(C)n([O-])c2c([n+]1=O)CCCCC2	-3%	x	2%	13%	-8	-1%	1	-2	9%	2%
COc1cc(C(=O)OCc2csc(CC(=O)Nc3cc(C)ccc3C)n2)ccc1OC(F)F	-9%	3	x	x	13	x	x	x	x	3%
CCN(CC)S(=O)(=O)c1ccc(F)c(C(=O)OC2CC(C)OC2=O)c1 (stereo not given)	20%	-2	1%	-3%	11	6%	4	2	-1%	-3%
O=C(N/N=C/c1ccc(C(F)(F)F)cc1)c1ccc(O)cc1	8%	3	0%	4%	-12	29%	1	u	-5%	-4%
CSCCC(NC(=O)c1ccccc1Cl)C(=O)Nc1ccncc1 (stereo not given)	10%	3	x	x	-4	x	x	-3	0%	0%
